KKLEB cytotox: CF airway cell cytotoxicity counter-screen; activity change (cytotoxicity), % at 5 µM; AID 602141; KKLEB CF airway cells viability, ATPlite luminescence, overnight; stronger effect = lower value; cells stimulated with P. aeruginosa culture filtrate; 360,000 tested, 0.36% active;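 active = corrected activity change at or below -50% at 5 µM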
TROY signal inh: inhibitors of TROY-dependent NF-kB signaling | Q293 LMP1-TROYcd NF-kB luciferase reporter, 4 h | inhibition, % at 10 µM | 360,000 tested, 0.98% active | AID 1347056;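 active = compounds whose plate-normalised and pattern-corrected inhibition of the luciferase reporter signal at the single screening dose is 50% or more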
SRC1 inh: inhibits human SRC1 coactivator; Q15788; HEK293 GAL4-SRC1 luciferase reporter, luminescence; inhibition, % at 3.6 µM; 360,000 tested, 0.12% active; AID 588354;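 active = inhibition above the campaign mean plus 3 SD, with each screening campaign given its own cutoff, cut at about 60% in these data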;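 note: 0% = DMSO treated cells and 100% = gossypol at 36 µM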
Target sequence (Q15788 whole entry, looked up, the tested form may be a part): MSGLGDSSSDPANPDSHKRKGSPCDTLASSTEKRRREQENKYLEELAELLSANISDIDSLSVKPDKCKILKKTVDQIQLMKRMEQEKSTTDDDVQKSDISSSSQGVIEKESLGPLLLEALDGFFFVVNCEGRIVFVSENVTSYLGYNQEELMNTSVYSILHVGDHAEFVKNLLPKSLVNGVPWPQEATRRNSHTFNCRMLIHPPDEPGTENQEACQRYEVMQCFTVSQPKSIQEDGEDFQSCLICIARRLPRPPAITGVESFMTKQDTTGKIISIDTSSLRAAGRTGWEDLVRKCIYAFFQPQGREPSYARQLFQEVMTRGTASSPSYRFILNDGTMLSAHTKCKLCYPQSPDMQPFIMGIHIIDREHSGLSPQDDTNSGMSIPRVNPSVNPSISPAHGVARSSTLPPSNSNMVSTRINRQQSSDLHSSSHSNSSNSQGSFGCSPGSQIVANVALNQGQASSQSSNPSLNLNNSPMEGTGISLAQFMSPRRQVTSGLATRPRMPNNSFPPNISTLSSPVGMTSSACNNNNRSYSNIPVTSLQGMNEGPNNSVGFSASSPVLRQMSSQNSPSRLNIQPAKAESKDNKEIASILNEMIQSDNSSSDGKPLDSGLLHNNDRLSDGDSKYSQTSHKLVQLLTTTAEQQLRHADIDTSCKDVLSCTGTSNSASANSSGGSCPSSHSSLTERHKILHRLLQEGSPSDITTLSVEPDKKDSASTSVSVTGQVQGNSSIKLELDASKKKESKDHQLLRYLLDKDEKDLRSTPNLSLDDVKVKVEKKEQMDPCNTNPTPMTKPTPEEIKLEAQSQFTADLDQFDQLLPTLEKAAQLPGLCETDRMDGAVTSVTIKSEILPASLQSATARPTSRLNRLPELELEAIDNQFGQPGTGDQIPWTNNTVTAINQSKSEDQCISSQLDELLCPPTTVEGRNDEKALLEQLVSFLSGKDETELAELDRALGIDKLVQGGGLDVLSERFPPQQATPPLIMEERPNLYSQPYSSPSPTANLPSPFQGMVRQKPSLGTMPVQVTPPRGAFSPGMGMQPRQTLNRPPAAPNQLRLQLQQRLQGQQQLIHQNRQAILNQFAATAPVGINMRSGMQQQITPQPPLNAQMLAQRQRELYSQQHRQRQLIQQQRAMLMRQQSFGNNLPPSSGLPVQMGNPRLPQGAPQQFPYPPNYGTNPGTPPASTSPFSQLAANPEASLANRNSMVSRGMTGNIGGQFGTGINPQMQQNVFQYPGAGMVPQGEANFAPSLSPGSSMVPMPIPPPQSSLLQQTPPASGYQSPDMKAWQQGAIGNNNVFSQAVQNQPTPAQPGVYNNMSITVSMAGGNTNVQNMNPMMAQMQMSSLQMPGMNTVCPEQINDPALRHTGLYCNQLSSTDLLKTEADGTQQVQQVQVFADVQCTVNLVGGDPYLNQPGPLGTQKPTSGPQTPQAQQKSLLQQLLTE
CF NFkB block: cystic fibrosis NF-kB activation inhibition; inhibition, % at 5 µM; 360,000 tested, 0.86% active; KKLEB NF-kB-GFP reporter, PAF-induced, GFP fluorescence overnight;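 active = at least 50% inhibition at 5 µM, scaled per plate between neutral and stimulator controls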;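 note: PAF is a Pseudomonas aeruginosa culture filtrate used as stimulus; plate controls were PAF-stimulated DMSO wells for no effect and unstimulated DMSO wells for full effect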
NR2F2 inh: inhibitors of human COUP-TFII (NR2F2). P24468. HEK293T NGFI-A luciferase reporter, luminescence. inhibition, % at 8.6 µM. 370,000 tested, 0.7% active. AID 686940;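 active = inhibition above a per-plate cutoff, mean inhibition of test wells between control levels plus 3 SD, cut at about 38% in these data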;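 note: cells cotransfected with COUP-TFII expression vector driving the NGFI-A reporter; 0% = median of COUP-TF2 test wells and 100% = reporter-only cells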
NCOA2 inhibitor: human SRC2 (NCOA2) inhibition. AID 651957. Q15596. HEK293 GAL4-SRC2 luciferase reporter, luminescence. 370,000 tested, 0.17% active. inhibition, % at 9 µM;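 active = inhibition above the mean inhibition of all tested compounds plus 3 SD, set per campaign, cut at about 52% in these data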;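 note: 0% = DMSO treated cells and 100% = cells given Gossypol at 36 µM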
TRAIL sens C8: caspase-8 TRAIL sensitization. NB7+C8 cells + TRAIL, ATPlite viability luminescence. inhibition (viability loss, TRAIL sensitization), % at 10 µM. 360,000 tested, 1% active;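 active = compounds causing at least 50% loss of cell viability in the single-dose screen, relative to plate controls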
LRH-1 inv ag: inverse agonists of human LRH-1 (NR5A2); inhibition, % at 3.6 µM; O00482; HEK293T StAR-luciferase reporter, LRH-1 transfected, 24 h; 360,000 tested, 0.13% active;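 active = inhibition above the mean inhibition of all tested compounds plus 3 SD, cut at about 73% in these data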;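 note: 0% = DMSO wells and 100% = reporter-only cells lacking LRH-1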
EBV LMP1 NFkB: inhibitors of Epstein-Barr LMP1-induced NF-kappaB reporter; LMP1-induced NF-kappaB luciferase reporter cells, luminescence; inhibition, % at 12.5 µM; 350,000 tested, 0.69% active; AID 504558; in the data active = inhibition above about 41%;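 note: 0% = neutral control wells and 100% = reference inhibitor control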
SRC3 inh: inhibits human SRC3 coactivator. HEK293 GAL4-SRC3 luciferase reporter, luminescence. 360,000 tested, 0.17% active. inhibition, % at 3.6 µM;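 active = inhibition above a per-campaign cutoff, the mean of all compounds plus 3 SD, cut at about 60% in these data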;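 note: 0% = DMSO-treated cells and 100% = gossypol-treated cells at 36 µM; higher means less SRC3-driven luciferase light from the GAL4 reporter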
TWEAK-Fn14 inh: TWEAK-Fn14 signaling inhibition; TWEAK-stimulated Fn14 reporter cells, luciferase luminescence, 8 h; inhibition, % at 10 µM; 360,000 tested, 2% active; AID 1159606; in the data active = inhibition above about 50%
* marks the source's active call; other numbers are inactive results; / = not tested or not shown. The order is random; 4.2% or so of the library scored in one or more.

SMILES	KKLEB cytotox	TROY signal inh	SRC1 inh	CF NFkB block	NR2F2 inh	NCOA2 inhibitor	TRAIL sens C8	LRH-1 inv ag	EBV LMP1 NFkB	SRC3 inh	TWEAK-Fn14 inh
CC(=O)Nc1cc(-c2nn(C)c(=O)c3ccccc23)ccc1N1CCOCC1	4	-11	-7	-13	-11	8	5	16	-3	18	4
NC(COCc1ccccc1)c1csc(NC(=O)Nc2cccc(Cl)c2)n1 (stereo unspecified)	-32	-5	-19	17	8	-8	10	-5	/	4	-22
c1csc(-c2nn3c(C4COc5ccccc5O4)nnc3s2)c1 (stereo unspecified)	-11	-33	-22	-16	/	/	-8	-32	1	-17	-44
Cc1cc(C)nc(N2CCN(C(=O)c3ccc(S(=O)(=O)N4CCCCCC4)cc3)CC2)n1	12	6	-1	-6	10	-37	13	9	2	10	-13
Cc1ccc2nc(-c3ccco3)c(CC(C)(C)C)n2c1	-5	10	1	-4	-6	2	-24	25	/	1	19
O=C(/C=C/c1ccc(Br)cc1)NC(=S)Nc1ccc(S(=O)(=O)Nc2nccs2)cc1	0	13	-8	-12	-3	-17	17	1	-7	18	3
O=C(NCc1ccc(C(F)(F)F)cc1)C1CC(c2ccccc2[N+](=O)[O-])=NO1 (stereo unspecified)	-13	-12	-20	-2	9	25	-6	27	-3	-6	3
Fc1cccc(Cc2c(-c3ccccc3)nc3c4ccccc4ccn23)c1	/	-86	/	/	-17	-2	16	-52	/	/	-26
FC(F)(F)c1cc(CO[C@@H]2CCCN[C@@H]2c2ccccc2)cc(C(F)(F)F)c1	4	11	18	12	-7	18	26	10	-12	3	-4
COC(CNC(=O)c1ccc2c(c1)ncn2-c1ccc(F)c(F)c1)OC	-17	31	-3	-5	3	2	-8	6	10	6	-15
COc1ccc(CNC(=O)C2CCC(CNc3c(N4CCC(C)CC4)c(=O)c3=O)CC2)cc1 (stereo unspecified)	6	-9	5	-20	-17	-11	-13	6	2	-3	-11
CCN1CCN(C(=O)C2CCN(c3nnc(C)c4c(C)n(-c5ccc(C)cc5)nc34)CC2)CC1	-2	3	6	-6	-4	18	9	-3	-15	5	-12
COC(C[C@@H]1O[C@@H]1[C@H](O)[C@@H](C)OCc1ccccc1)OC	-11	4	-19	-10	3	-1	-14	-15	1	-14	-10
Cc1[nH]n(-c2ccccc2)c(=O)c1/C=N/N1C(=O)c2cccc3cccc(c23)C1=O	-14	-24	2	8	-8	-31	13	1	5	11	-82
CCOc1ccccc1N1CCN(C(=O)C(F)(F)F)CC1	6	17	13	-7	/	/	-2	2	-3	-7	-11
COc1ccccc1NC(=O)N(C)C[C@@H]1OCc2ccccc2-c2c(n(C)c3ccccc23)C(=O)N([C@H](C)CO)C[C@@H]1C	-3	3	3	-2	9	-2	-6	17	5	-9	-2
CC(C)c1ccc(-c2nnc(N)s2)cc1	-4	-60	-93	-2	-45	-52	58*	-119	-35	-70	-9
CCn1c(C(C)NC(=O)c2cccc(C)c2)nc2ccccc21 (stereo unspecified)	-15	-29	-3	3	-4	12	-12	-5	-5	7	-8
C=CCNC(=O)c1onc(CSc2cc(C)cc(C)c2)c1C(=O)O	-2	-9	-2	-9	5	7	6	15	2	7	-70
CCOc1ccc(N(C(=O)c2ccccc2Cl)C2=NC(C)(C)CS2)cc1	-4	-2	-60	14	-17	-56	-3	-42	-1	-43	-19
CCOC(=O)C1=C(CN2c3ccccc3CC2C)NC(=O)NC1c1ccccc1 (stereo unspecified)	8	-4	-4	5	16	16	1	1	2	4	22
O=C(COc1ccc(S(=O)(=O)N2CCCC2)cc1)NCCC1=CCCCC1	-4	6	3	0	-6	-7	7	-4	-11	6	10
CCNC(=S)N1CCN(c2nc(CC)nc3sc4c(c23)CCCC4)CC1	1	29	17	-12	-11	-38	-4	43	-2	2	13
COc1ccc(/C(C)=N/NS(=O)(=O)c2cc(C)ccc2C)c(OC)c1	-7	7	7	6	-32	4	1	16	5	22	-4
COc1ccnc(Oc2ccccc2)c1C#N	2	8	-2	0	-13	11	-3	29	-9	-14	-10
O=C(Nc1ccc(Cl)cc1)C1Cc2c(-c3ccccc3Oc3ccccc3)ccnc2O1 (stereo unspecified)	2	7	2	-37	0	-9	5	-7	/	-8	17
Cc1ccc(Cl)cc1NC(=O)c1ocnc1C	2	24	19	1	-8	4	-20	-14	11	12	13
O=C(Nc1nc(-c2cccs2)cs1)c1ccc(Cl)s1	2	-14	-41	-33	-27	-6	-2	-34	2	-55	30
CCCSC1=N/C(=C\c2ccc([N+](=O)[O-])o2)C(=O)S1	9	-10	-10	9	3	0	-1	15	-3	-10	22
COC(=O)C1=C(C(=O)OC)[C@@H]2Nc3ccccc3[C@@]23C[C@@H](C(=O)OC)N(C(=O)C2CCC2)C3=N1	5	-1	11	15	-8	9	-4	7	0	2	2
CN(c1ccc(OCC(=O)OCC(=O)Nc2c(F)c(F)c(F)c(F)c2F)cc1)S(=O)(=O)c1ccc(F)cc1	0	27	9	3	16	7	5	14	1	-3	-9
CN(Cc1cn(-c2ccccc2)nc1-c1ccc(F)cc1)C(=O)CCC(=O)O	-5	-10	-5	-9	5	6	-3	-3	2	13	10
CCOC(=O)c1sc(C)nc1C1CCN(C(=O)OCC)CC1	-3	-26	-7	6	6	7	-7	-16	-2	20	5
N#Cc1ccc(NC(=O)CSc2cn[nH]n2)cc1	3	-3	-7	-6	-2	-9	-10	-5	-2	2	90*
NC(=O)c1nsc(C(=O)N(c2ccccc2F)C(C(=O)NCc2ccc(F)cc2)c2ccc(O)cc2)c1N (stereo unspecified)	-34	16	27	94*	9	9	7	6	-4	13	36
O=C(Nc1nc2c(F)cc(F)cc2s1)c1ccc([N+](=O)[O-])o1	-41	-42	-21	86*	-2	-3	0	20	-24	-14	1
Cc1cc(N2CCOCC2)nc2ccccc12	9	-39	-26	-3	-1	-33	-4	-23	-12	-53	-1
COc1cccc(N2CCN(C(=O)c3cccn4c(=O)c5c(C)c(C)sc5nc34)CC2)c1	-2	-7	2	-6	5	-9	15	-2	2	-5	-20
O=C(c1cccc(S(=O)(=O)N2CCc3ccccc3C2)c1)N1CCN(c2ccc(O)cc2)CC1	5	-11	6	-1	7	-11	7	-8	6	1	-6
CCC1(C)C2(C#N)C(N)=NC(OC)(OC)C12C#N (stereo unspecified)	1	3	-4	-5	11	11	0	-26	4	-4	-8
Cc1nsc(N)c1C(=O)O	2	5	3	2	14	6	10	-17	4	4	-3
O=C(c1ccccc1)N(CCO)Cc1cc2cc3c(cc2[nH]c1=O)OCCO3	10	-11	-5	-4	14	-1	1	14	-2	12	16
COc1cc2c(cc1OC)C(=O)CCC2	7	10	-8	-9	9	-23	-7	-8	2	6	12
COc1ccccc1CCN1CCCC(CN(C)C(=O)CCC(=O)N(C)C)C1 (stereo unspecified)	-3	-21	1	-3	6	-16	2	-6	2	-7	-8
CCS(=O)(=O)c1ccc2oc(SCC(=O)Nc3ccc(OC)cc3OC)nc2c1	-5	0	0	10	-20	-10	-6	0	1	-1	3
CC1(C)Cc2c(c(-c3ccco3)nc3sc4c(NCCO)ncnc4c23)CO1	-8	7	-6	-1	-10	-14	-9	18	3	7	-1
O=C(CCCN1C(=O)CSc2ncccc21)N1CCN(c2cccc(C(F)(F)F)c2)CC1	-5	-1	14	9	13	-14	2	-11	5	25	-4
O=c1ccsc2ccccc12	-4	-3	-3	15	-3	-10	7	-2	/	-30	0
O=C1CC(N2CCN(C3CC(=O)N(CCc4ccccc4)C3=O)CC2)C(=O)N1CCc1ccccc1 (stereo unspecified)	-9	6	17	14	16	-11	-10	-3	5	6	10
CSc1ccccc1-c1nnc(-c2ccc(Cl)cc2)o1	-8	-70	-63	0	-17	-66	37	-47	-36	-38	-13
CC(=O)CC1(OC(C)=O)C(=O)N(C)c2ccccc21 (stereo unspecified)	1	-11	2	17	7	9	-4	-3	-1	17	8
CCOC(=O)N1CCN(c2cc(NCCC(=O)O)c3c4c(onc24)-c2ccccc2C3=O)CC1	9	0	-22	-16	/	/	5	20	12	-1	7
C=CCSc1nc2ccccc2n2cnnc12	-12	-8	-1	-3	-14	-3	-4	-9	10	-2	15
